PLK1 PBD block = qHTS for Inhibitors of PLK1-PDB (polo-like kinase 1 - polo-box domain): Primary Screen; Serine/threonine-protein kinase PLK1 (Homo sapiens), P53350; Plk1 PBD binding of FITC phosphopeptide, fluorescence polarization; Potency, µM, for the others: max response, negative = inhibition, hits mostly inhibitors; actives 2.8% (n = 360,000); also: potency is read from the fitted curve at half-maximal effect; series mostly up to about 57 µM; % is scaled to controls: 0 for no effect and ±100 for the full control effect; nearly all actives have a fitted effect of over 65% in size
MmCpn inh = Inhibitors of TCP-1 ring complex (TRiC) of Methanococcus maripaludis (MmCpn): qHTS. Chaperonin Mm-Cpn (Methanococcus maripaludis). purified Mm-Cpn ATPase, ADP Transcreener TR-FRET. Potency, µM (highest dose often 76.9 µM), for the others: at the highest dose activity, negative = inhibition, actives largely listed as inhibitors. actives 0.031% (n = 330,000); also: potency is read from the fitted curve at half-maximal effect; % is scaled to controls: 0 for no effect and ±100 for the full control effect; nearly all actives have a fitted effect of over 80% in size
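ATPase read-out: TR-FRET ADP immunoassay (anti-ADP Eu cryptate vs ADP-d2), ex 320 nm, em 590/665 nm; signal drops as ADP forms. Enzyme 25 nM, ATP 10 uM, 30 min at 37°C after 10 min compound preincubation.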
CCT modulator = High-Throughput Screening for Modulators of Cytosolic Chaperonin Activity | purified chaperonin ATPase assay, HTRF ADP detection, 30 min | activity change, % (concentration not given with the values), hits read low | actives 0.3% (n = 360,000); in the data active = activity change below about -30%; also: % is scaled to controls: 0 for no effect and ±100 for the full control effect
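TRiC (40 or 20 nM final, by batch activity) in 30 mM Tris pH 7.4, 100 mM KCl, 5 mM MgCl2, 1 mM DTT was treated with compound at 76 uM single dose, then 10 uM ATP, 30 min at 37 °C. ADP was read by HTRF Transcreener.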
EPAC1 agonist = qHTS for Agonist of cAMP-regulated guanine nucleotide exchange factor 3 (EPAC1): primary screen. AID 720707, 2013. EPAC1 agonist qHTS, biochemical assay; response scale: 100% = response to 6.5 mM cAMP. Rap guanine nucleotide exchange factor 3 (Homo sapiens), O95398. actives 0.073% (n = 360,000). Potency, µM (top dose mostly 154 µM), inactives show at the highest dose activation, hits mostly activators; also: potency is read from the fitted curve at half-maximal effect; nearly all actives have a fitted effect of over 60% in size
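Compounds were pinned as a concentration titration into mixtures of EPAC1 (100 nM), BODIPY-GDP-loaded Rap1B (250 nM) and GDP (50 uM). After 5 min at room temperature, fluorescence was followed for 30 min; activity was scaled to 6.5 mM cAMP.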
EPAC1 antagonist = qHTS for Antagonist of cAMP-regulated guanine nucleotide exchange factor 3 (EPAC1): primary screen; actives 0.14% (n = 360,000); Potency, µM (titrated, usually from 115 µM), without a hit: at the top dose activity change, negative = inhibition, usual class: inhibitors; EPAC1 GEF assay, Rap1b-BODIPY-GDP exchange fluorescence; Rap guanine nucleotide exchange factor 3 (Homo sapiens), O95398;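 also: potency is read from the fitted curve at half-maximal effect; plate controls were vehicle for no effect and positive control for full effect; nearly all actives have a fitted effect of over 50% in size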
EPAC2 antag = qHTS for Antagonist of cAMP-regulated guanine nucleotide exchange factor 2 (EPAC2): primary screen; Rap guanine nucleotide exchange factor 4 (Homo sapiens), Q8WZA2; EPAC2 GEF exchange of Rap1B-BODIPY-GDP, fluorescence; actives 0.18% (n = 360,000); Potency, µM (titrated, usually from 114 µM), inactives show top-dose activity, negative = inhibition, actives largely listed as inhibitors; also: potency is read from the fitted curve at half-maximal effect; % is scaled to controls: 0 for no effect and ±100 for the full control effect; nearly all actives have a fitted effect of over 45% in size; many of its hits are not listed in these tables
Target sequence (Q8WZA2 whole entry, looked up): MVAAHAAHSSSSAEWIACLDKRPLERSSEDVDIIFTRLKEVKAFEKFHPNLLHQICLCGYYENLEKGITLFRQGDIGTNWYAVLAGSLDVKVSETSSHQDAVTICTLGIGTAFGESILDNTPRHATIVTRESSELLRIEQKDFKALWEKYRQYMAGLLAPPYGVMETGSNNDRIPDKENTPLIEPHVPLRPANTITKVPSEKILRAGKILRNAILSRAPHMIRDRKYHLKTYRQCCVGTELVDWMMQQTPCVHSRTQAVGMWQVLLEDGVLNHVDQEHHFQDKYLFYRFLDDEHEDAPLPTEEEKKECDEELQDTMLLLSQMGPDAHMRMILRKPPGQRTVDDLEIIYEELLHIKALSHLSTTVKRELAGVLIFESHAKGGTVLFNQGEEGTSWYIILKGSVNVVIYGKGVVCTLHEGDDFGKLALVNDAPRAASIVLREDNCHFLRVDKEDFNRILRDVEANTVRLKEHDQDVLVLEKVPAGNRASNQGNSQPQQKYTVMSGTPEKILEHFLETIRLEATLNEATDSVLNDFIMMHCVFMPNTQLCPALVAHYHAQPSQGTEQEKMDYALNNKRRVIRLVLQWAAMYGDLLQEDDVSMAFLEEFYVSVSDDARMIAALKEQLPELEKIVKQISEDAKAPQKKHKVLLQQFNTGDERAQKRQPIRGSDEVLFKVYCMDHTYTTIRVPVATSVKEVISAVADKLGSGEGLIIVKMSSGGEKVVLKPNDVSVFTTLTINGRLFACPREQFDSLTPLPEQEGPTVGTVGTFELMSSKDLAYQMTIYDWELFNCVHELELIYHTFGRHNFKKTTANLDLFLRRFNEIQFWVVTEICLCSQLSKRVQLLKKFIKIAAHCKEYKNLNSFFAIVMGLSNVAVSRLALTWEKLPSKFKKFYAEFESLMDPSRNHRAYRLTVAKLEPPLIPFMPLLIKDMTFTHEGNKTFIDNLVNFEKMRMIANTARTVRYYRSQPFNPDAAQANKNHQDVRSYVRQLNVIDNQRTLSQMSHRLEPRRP
WRN helicase inh = qHTS for Inhibitors of WRN Helicase. Bifunctional 3'-5' exonuclease/ATP-dependent helicase WRN (Homo sapiens), Q14191. WRN helicase unwinding, fluorescent forked duplex, kinetic. Potency, µM (series often up to 114 µM), inactives show top-dose activity change, negative = inhibition, actives largely listed as inhibitors. actives 0.46% (n = 360,000); also: potency is read from the fitted curve at half-maximal effect; % is scaled to controls: 0 for no effect and ±100 for the full control effect; nearly all actives have a fitted effect of over 55% in size
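Kinetic red-fluorescence monitoring (525/598 nm) tracks WRN helicase activity after 100 nM fluorophore-quencher forked duplex and 2 mM ATP are added to 20 nM enzyme pretreated 15 min at room temperature with compound.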
PI5P4K alpha inh = qHTS for Inhibitors of phosphatidylinositol 5-phosphate 4-kinase (PI5P4K) | max response, % | PI5P4Kalpha enzyme, ADP-Glo luminescence, 60 min; stronger effect = lower value | actives 1.2% (n = 330,000); active = max response of -50% or lower; inconclusive = between -30% and -50%; inactive = -30% or higher; also: value at the top dose of about 77 µM; % is scaled to controls: 0 for no effect and ±100 for the full control effect
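Compounds were pin-transferred onto PI5P4Kalpha and substrate in HEPES pH 7.4 buffer with EGTA, CHAPS and 5% DMSO. ATP (5 microM final) started the reaction, which ran 60 minutes at room temperature before ADP-Glo detection.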
* hit, by the source's call; ? = inconclusive; . = not tested or not shown; [ ] = another dose, or the depositor's remark. Unless noted, calls follow the shape of the dose curve; as a rule, active = well fitted curve in the direction sought with a large enough effect; inconclusive = small, poorly fitted or top-dose-only effect, or another doubt; inactive = no such curve, though single readings can be large; an effect the other way counts as inactive or inconclusive. An excerpt; rates above refer to the full screens.

PLK1 PBD block	MmCpn inh	CCT modulator	EPAC1 agonist	EPAC1 antagonist	EPAC2 antag	WRN helicase inh	PI5P4K alpha inh	structure
-16%	0%	-3.3	8%	-10%	0%	?	0	COc1ccc(NC(=O)Cn2nnc(C(=O)Nc3ccccc3C)c2N)cc1
3%	?	-3.2	2%	7%	2%	-6%	-3	O=S1(=O)N=C(N/N=C/c2ccco2)c2ccccc21
-12%	2%	0.9	6%	2%	-6%	-5%	-8	CCOc1ccccc1CNC(=O)Cn1ccc2cc(S(=O)(=O)N3CCCCCC3)ccc21
-13%	-1%	1.2	-1%	4%	-21%	2%	-4	O=C(COC(=O)c1cccc(OC(F)F)c1)Nc1cccc(S(=O)(=O)N2CCCC2)c1
-3%	1%	1.5	2%	0%	12%	15%	.	CCn1c(SCC(=O)Nc2ccc3c(c2)OCCO3)nnc1-c1ccccn1
-14%	-1%	0.3	-2%	2%	5%	-17%	-20	O=C(O)c1ccc(N2CCCCS2(=O)=O)cc1
7%	1%	-3.3	0%	0%	-18%	-8%	-1	COC(=O)C1=CN(Cc2ccc(F)cc2)C=C(C(=O)OC)C1c1cc(OC)c(OC)c(OC)c1
4%	0%	-1.3	-21%	0%	-1%	12%	20	COc1ccc(C2CC(=O)c3cnc(NC(=O)c4ccccc4)nc3C2)cc1OC (stereo not given)
-19%	3%	-0.5	5%	-17%	2%	-7%	6	CCc1ccc(C(=O)CSc2nc(C)cc(=O)[nH]2)cc1
-7%	.	-0.7	2%	-3%	?	8%[57.1 µM]	12	CC(=O)NC(c1cccc(F)c1)c1nc(-c2ccccc2C)cs1 (stereo not given)
-1%	0%	0.8	1%	5%	13%	2%	.	Cc1cc(C)n(CC(O)Cn2cnc3c2c(=O)n(C)c(=O)n3C)n1 (stereo not given)
3%	.	1.5	3%	3%	0%	-4%	-3	COCCNC(=O)C1(C)CCCN(Cc2cc(-c3ccccc3)n(C)n2)C1 (stereo not given)
-14%	-4%	2.7	-9%	?	-7%	-14%	4	Cc1cc[n+](C2=C([O-])c3ccccc3C(=O)/C2=N\S(=O)(=O)c2cccs2)cc1C
-12%	.	0.1	-2%	-9%	-21%	1%	-2	CC(C)c1ccc(C(=O)N2CCCCC2c2cc(C(=O)NCc3cccnc3)no2)cc1 (stereo not given)
-13%	-1%	-4.5	4%	-22%	-2%	?	-4	COc1cc(N)c(Cl)cc1C(=O)OCC(=O)NCC1CCCO1 (stereo not given)
-4%	-2%	1.8	-6%	-1%	9%	-10%	-6	CCOc1ccc(S(=O)(=O)N2CCOCC2)cc1NC(=O)CSCc1c(C)noc1C
-4%	0%	-1.2	-1%	4%	-4%	-21%	-1	CC(=O)c1ccc(N2CCN(CC(=O)Nc3ccc4c(c3)OCCO4)CC2)cc1
-12%	0%	0.2	-3%	-9%	-6%	-8%	1	Cc1cc(Cl)ccc1-n1c(-c2cccnc2)n[nH]c1=S
-4%	1%	-0.7	-1%	-12%	-8%	-10%	-6	COc1ccc(N=Cc2ccc(-c3ccccc3)o2)cc1
-13%	0%	-0.6	14%	-17%	2%	-22%	-5	CC1(C)Cc2c(cnn2-c2cccc(F)c2)C(NC(=O)CCN2CCCC2=O)C1 (stereo not given)
4%	-1%	-1.9	-9%	-4%	11%	8%	-2	CCNS(=O)(=O)c1ccc(CCC(=O)N2CCN(c3ccc(OC)cc3)CC2)cc1
3%	0%	-12	-1%	-1%	-2%	4%	-3	COc1ccc(NC(=O)CC(c2ccco2)C(C)C)cc1 (stereo not given)
21µM*	0%	-1.6	-3%	-6%	-12%	3%	-4	C=CCSc1nc2c(c(=O)[nH]c(=O)n2C)n1Cc1ccc(C)cc1
-4%	-1%	-0.8	-2%	15%	19%	14%	-3	O=C(COC(=O)CN1C(=O)C2CCCCC2C1=O)NNC(=O)c1ccc(Cl)cc1 (stereo not given)
-4%	.	0.8	-22%	-8%	8%	-5%	2	CC(C)OC(=O)N(C)C[C@@H]1OCc2cnnn2CCCC(=O)N([C@H](C)CO)C[C@@H]1C
2%	-3%	0.1	-1%	-2%	2%	-1%	-4	COc1cccc(CC(NC(C)=O)C(=O)NC2CCN(S(=O)(=O)c3ccc(F)cc3)CC2)c1OC (stereo not given)
-1%	3%	-2.2	4%	-8%	6%	-2%	12	CC(C)CCNC1=CC(=O)CC(c2ccccc2)C1 (stereo not given)
-7%	-11%	-2.4	-4%	-10%	-2%	-6%	2	Cc1ccc(NC(=S)N2CCCC(c3nc4ccccc4[nH]3)C2)cc1 (stereo not given)
-18%	1%	-2.7	-3%	?	-8%	-3%	1	O=C(Cn1cc(C(=O)C(F)(F)F)c2ccccc21)NCc1ccco1
-4%	-2%	0.1	-6%	4%	3%	-2%	.	CCOC(=O)N1CCN(Cc2nc(N)nc(Nc3ccc(C)cc3)n2)CC1
-1%	-6%	-0.8	-2%	8%	8%	2%	-5	O=C(NC(NC1CCS(=O)(=O)C1)C(Cl)(Cl)Cl)c1ccc(Br)cc1 (stereo not given)
1%	-1%	-6.8	9%	-6%	-4%	-8%	.	CCC(C(=O)NC1CCCC1)N(Cc1cccs1)C(=O)Cn1nnc(-c2ccc(OC)c(OC)c2)n1 (stereo not given)
3%	-2%	-0.6	21%	-7%	-7%	-15%	7	Fc1cccc(Cn2ccc(-c3ccc4c(c3)OCO4)n2)c1
-3%	-3%	2.1	1%	-12%	-2%	-3%	0	Cc1nnc(NC2=NCCC2)s1
-7%	-1%	1.2	0%	-13%	5%	4%	8	Cc1nc2cc(CO)ccc2n1C
-3%	0%	-2.3	-6%	-7%	7%	9%	-7	Cc1ccc(NC(=O)NC2CCCCC2)cc1S(=O)(=O)N1CCOCC1
-8%	0%	-2.9	16%	11%	-11%	3%	4	COc1cc(OC)c(C(=O)Nc2cc(Cl)ccc2-n2cncn2)cc1OC
-7%	1%	1.7	-6%	?	-5%	-14%	-1	CC(NC(=O)CCNC(=O)c1ccc(Br)cc1)c1ccc(S(N)(=O)=O)cc1 (stereo not given)
-20%	1%	-1.6	2%	-15%	5%	10%	1	COc1ncccc1C(=O)N1CCCC(C(=O)c2cc(F)ccc2F)C1 (stereo not given)
-4%	-1%	2.6	2%	4%	-10%	2%	2	Cc1cc2occ(CC(=O)OCC(=O)Nc3sc4c(c3C#N)CCC(C)C4)c2cc1C (stereo not given)
0%	.	-0.7	-4%	-6%	-7%	2%	2	COC(=O)c1ccc(SCc2ccccc2)nc1
-2%	4%	0.9	-13%	1%	18%	9%	10	COCCCNCCOCCOc1ccc(Cl)cc1C(C)(C)C
-1%	1%	-1.1	0%	11%	-3%	-23%	14	COc1ccc(OCCNS(=O)(=O)Cc2ccccc2)cc1
-10%	-4%	-0.9	10%	11%	0%	5%	4	CCOC(=O)N1CCN(C(=O)c2cc3c(ccc4ccccc43)oc2=O)CC1
-8%	1%	1.3	11%	-14%	-6%	-2%	3	Cc1ccc(S(=O)(=O)N2CCN(C(=O)CN3C(=O)NC(C)(c4ccc(Cl)cc4)C3=O)CC2)c(C)c1 (stereo not given)
2%	1%	0.0	2%	-13%	10%[57.1 µM]	7%	-1	COc1cccc(OC)c1OCCCN1CCOCC1
?	-6%	-1.5	2%	-2%	2%	-22%	-6	CCN(C(=O)c1ccnn1C)c1ccccc1
-10%	-1%	-3.4	10%	-4%	-7%	-9%	.	Cc1cccc2cc(CN(Cc3ccccc3)C(=O)c3cccc(F)c3)c(Cl)nc12
0%	1%	0.2	10%	-9%	6%	10%	0	CCN(Cc1ccncc1)Cc1cn[nH]c1-c1ccc(OC)cc1F
-5%	3%	-0.4	-6%	-6%	0%	-5%	1	Cc1cccc(NC(=O)CSc2ccc(-c3cccnc3)nn2)c1

Continued.
PLK1 PBD block	MmCpn inh	CCT modulator	EPAC1 agonist	EPAC1 antagonist	EPAC2 antag	WRN helicase inh	PI5P4K alpha inh	structure
-9%	1%	-0.1	18%	-6%	-2%	5%	.	CC1(C)CC(=O)C2=C(C1)OC(N)=C(C#N)C21C(=O)N2CCCc3cccc1c32 (stereo not given)
-2%	2%	-1.2	-3%	8%	8%	5%	.	Cc1noc(C)c1C(=O)NC(C)c1ccc2c(c1)OCO2 (stereo not given)
-9%	0%	1.3	13%	-29%	-12%	5%	3	COc1ccc(OC)c(S(=O)(=O)NCCOC23CC4CC(CC(C4)C2)C3)c1
-7%	.	0.3	-3%	1%	8%	6%	3	CN(C)[C@H]1CCN([C@@H]2CS(=O)(=O)N[C@H]2COCc2ccccc2)C1

Shown as labelled records: part of the list above.
COc1ccc(OC)c(S(=O)(=O)NCCOC23CC4CC(CC(C4)C2)C3)c1
  PLK1 PBD block: -9% | MmCpn inh: 0% | CCT modulator: 1.3 | EPAC1 agonist: 13% | EPAC1 antagonist: -29% | EPAC2 antag: -12% | WRN helicase inh: 5% | PI5P4K alpha inh: 3
CC1(C)CC(=O)C2=C(C1)OC(N)=C(C#N)C21C(=O)N2CCCc3cccc1c32 (stereo not given)
  PLK1 PBD block: -9% | MmCpn inh: 1% | CCT modulator: -0.1 | EPAC1 agonist: 18% | EPAC1 antagonist: -6% | EPAC2 antag: -2% | WRN helicase inh: 5% | PI5P4K alpha inh: .
Cc1noc(C)c1C(=O)NC(C)c1ccc2c(c1)OCO2 (stereo not given)
  PLK1 PBD block: -2% | MmCpn inh: 2% | CCT modulator: -1.2 | EPAC1 agonist: -3% | EPAC1 antagonist: 8% | EPAC2 antag: 8% | WRN helicase inh: 5% | PI5P4K alpha inh: .
CN(C)[C@H]1CCN([C@@H]2CS(=O)(=O)N[C@H]2COCc2ccccc2)C1
  PLK1 PBD block: -7% | MmCpn inh: . | CCT modulator: 0.3 | EPAC1 agonist: -3% | EPAC1 antagonist: 1% | EPAC2 antag: 8% | WRN helicase inh: 6% | PI5P4K alpha inh: 3

Compound activity (PubChem)
